Bioassay records deposited in PubChem BioAssay by National Center for Advancing Translational Sciences (NCATS).
Nrf2 block: Nrf2 pathway inhibition; Potency, µM (doses to about 46 µM), for the others: top-dose activity change, negative = inhibition, most hits filed as inhibitors; hit rate 2.1% among 360,000; AID 504444; A549 ARE-Fluc reporter, luciferase luminescence, 18-24 h; also: potency is read from the fitted curve at half-maximal effect; % is scaled to controls: 0 for no effect and ±100 for the full control effect; nearly all actives have a fitted effect of over 60% in size
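Cells were seeded and rested 2 h, then exposed to compounds for 18-24 h. CellTiter-Fluor was read first as a viability measure. BugLite was added 15 min before the final luminescent read of ARE-luciferase activity in A549 cells.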
pAkt inh: blocks phosphorylation of Akt | Neuro2A IGF-stimulated pAkt S473 HTRF, 20 min; active compounds read low | activity change, % for hits at 50 µM | hit rate 0.32% among 360,000 | AID 651550; in the data active = activity change below about -80%; inconclusive = mostly about -51% to -80%; also: % is scaled to controls: 0 for no effect and ±100 for the full control effect
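Single-point screen (50 µM final compound) in Neuro2A cells stimulated 20 min with 6 nM IGF at 37 deg C. After lysis, Ser473-phosphorylated Akt read by HTRF (ex 330 nm, em 615/665 nm) as the 665/615 ratio.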
CCT modulator: modulators of cytosolic chaperonin (CCT/TRiC) activity; purified chaperonin ATPase assay, HTRF ADP detection, 30 min; activity change, % (no concentration beside the values), hits read low; hit rate 0.3% among 360,000; AID 651819; in the data active = activity change below about -30%; also: % is scaled to controls: 0 for no effect and ±100 for the full control effect
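First, chaperonin was dispensed at 40 nM or 20 nM final depending on batch activity. Next, compounds were pinned at 76 uM and ATP added at 10 uM. After 30 min at 37 °C, ADP detection reagents ran 30 min at ambient temperature.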
Abeta rescue: restores growth of yeast expressing A-beta42 peptide. yeast expressing A-beta42, growth rescue, OD600, 48 h; response scale: 0% DMSO, 100% iron-clioquinol control. Potency, µM (titrated, usually from 46.1 µM), for the others: at the top dose growth rescue, actives largely listed as activators. hit rate 0.063% among 410,000. AID 1347071; also: potency is read from the fitted curve at half-maximal effect; nearly all actives have a fitted effect of over 55% in size
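Growth rescue measured by 600 nm absorbance after 48 h yeast culture at 30 C with compound. Values normalized between DMSO and an equimolar ferric chloride plus clioquinol control.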
Nrf2 activator: activators of Nrf2 (ARE) signaling. AREc32 ARE-luciferase reporter (MCF7-derived line), luminescence, 24 h. hit rate 0.31% among 410,000. AID 624171. Potency, µM (doses to about 46.1 µM), for inactives: at the highest dose activation, actives largely listed as activators; also: potency is read from the fitted curve at half-maximal effect; % of control where 0% means no effect; nearly all actives have a fitted effect of over 65% in size
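Each well held 1000 AREc32 cells, which were incubated with compound for 24 hr at 37 deg C after overnight attachment, and ARE reporter activity was quantified by firefly luciferase luminescence.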
TGFb SMAD3 inh: TGF-b pathway inhibition. HepG2 CAGA-GFP TGF-b/SMAD3 reporter, GFP fluorescence, 18 h; TGF-beta stimulated, 500 pg/mL final. Potency, µM (doses to about 46.1 µM), without a hit: at the top dose activity, negative = inhibition, usual class: inhibitors. hit rate 1.2% among 410,000. AID 588855; also: potency is read from the fitted curve at half-maximal effect; % is scaled to controls: 0 for no effect and ±100 for the full control effect; nearly all actives have a fitted effect of over 65% in size
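First, reporter cells (HEPG2 CAGA-GFP) rested 2 h at 37 degrees C. Next, compounds were pinned in and TGF-beta added to 500 pg/mL final. After 18 h, GFP was imaged per cell and summed per well.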
Mm-Cpn inhibitor: blocks the Methanococcus maripaludis chaperonin Mm-Cpn. hit rate 0.031% among 330,000. Potency, µM (series often up to 76.9 µM), inactives show top-dose activity, negative = inhibition, actives largely listed as inhibitors. AID 504842. purified Mm-Cpn ATPase, ADP Transcreener TR-FRET; also: potency is read from the fitted curve at half-maximal effect; % is scaled to controls: 0 for no effect and ±100 for the full control effect; nearly all actives have a fitted effect of over 80% in size
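Eu-cryptate anti-ADP/ADP-d2 competition gives a ratio inversely related to ADP. Enzyme at 25 nM was pre-exposed to compound for 10 min, then given 10 uM ATP for 30 min, 37°C throughout.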
A549 tox: counter-screen for Nrf2 inhibitors: cytotoxicity in A549 cells. A549 ARE-Fluc cells, CellTiter-Fluor viability, 18-24 h. Potency, µM (highest dose often 46 µM), without a hit: at the highest dose activity change, negative = cytotoxicity, usual class: inhibitors. hit rate 0.16% among 390,000. AID 504648; also: potency is read from the fitted curve at half-maximal effect; % is scaled to controls: 0 for no effect and ±100 for the full control effect
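Cytotoxicity counterscreen: CellTiter-Fluor fluorescence was measured in A549 ARE_Fluc cells after 18-24 h of compound exposure in a concentration series. The subsequent BugLite luminescent read reports ARE-luciferase activity.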
HepG2 viability: kills HepG2 cells in TGF-b inhibitor counter-screen; hit rate 0.76% among 410,000; Potency, µM (doses to about 46.1 µM), for inactives: at the highest dose activity change, negative = cytotoxicity, usual class: cytotoxic; AID 588856; HepG2 CAGA-GFP viability, ATP luminescence, 18 h; also: potency is read from the fitted curve at half-maximal effect; some results filed as inactive show a strong effect at the top dose
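CellTiter-Glo luminescence gave cytotoxicity after 18 hours at 37 degrees C. The cells were HepG2 CAGA-GFP in 1% FBS DMEM, stimulated with 500 pg/mL TGF-beta after compound addition. %Activity was normalised to no-cell wells (complete cell-killing) and DMSO (no toxicity), and curves were fitted and classified.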
An asterisk follows results filed as active; & = joins results of further samples. Unless noted, calls follow the shape of the dose curve; as a rule, active = well fitted curve in the direction sought with a large enough effect; inconclusive = small, poorly fitted or top-dose-only effect, or another doubt; inactive = no such curve, though single readings can be large; an effect the other way counts as inactive or inconclusive.

For CN(CCC1CCCCO1)C(=O)c1cc(COc2ccc(F)cc2F)on1 (stereo unspecified) the results were Nrf2 block inconclusive, pAkt inh inactive, CCT modulator 0.0, Abeta rescue -21.9%, Nrf2 activator 3.1%, TGFb SMAD3 inh -6.1%, Mm-Cpn inhibitor 1.8%, A549 tox -16.8% and HepG2 viability -60.4%.
For Cc1cc(C)c(NC(=O)CN2C(=O)NC3(CCc4ccccc43)C2=O)c(Cl)c1 (stereo unspecified) the results were Nrf2 block inconclusive, pAkt inh inactive, CCT modulator -1.9, Abeta rescue 14.2%, Nrf2 activator 5.2%, TGFb SMAD3 inh -24.3%, Mm-Cpn inhibitor -0.5%, A549 tox -10.8% and HepG2 viability -33.9%.
Screening CC(=O)N1CCCN(C(=O)c2cc(COc3c(F)cccc3F)on2)CC1 returned Nrf2 block -1.9%, pAkt inh inactive, CCT modulator -0.9, Abeta rescue 1.1%, Nrf2 activator -0.2%, TGFb SMAD3 inh 7.1%, Mm-Cpn inhibitor 0.5%, A549 tox -2.0% and HepG2 viability -2.6%.
`COC(=O)Cc1c(C)nc2nc(Cc3ccccc3)[nH]n2c1=O` gave pAkt inh inactive, CCT modulator 0.1, Abeta rescue 28.0%, Nrf2 activator -0.5%, TGFb SMAD3 inh -29.0%, Mm-Cpn inhibitor 0.4%, A549 tox -0.6% and HepG2 viability 1.5%.
COc1ccc2c(CNCCc3ccc(SC)cc3)c(C(=O)O)n(Cc3ccc(F)cc3)c2c1 was read as Nrf2 block inconclusive, Abeta rescue -7.6%, Nrf2 activator 3.4%, TGFb SMAD3 inh inconclusive, A549 tox inconclusive and HepG2 viability -107.0%.
Cc1ccccc1N(C(=O)CNC(=O)c1cccs1)C(C(=O)NC1CCCC1)c1ccncc1 (stereo unspecified) was read as Nrf2 block 9.7%, pAkt inh inactive, CCT modulator -0.3, Abeta rescue -6.4%, Nrf2 activator 0.0%, TGFb SMAD3 inh 0.8%, Mm-Cpn inhibitor -0.7%, A549 tox -5.4% and HepG2 viability 4.1%.
For COC(=O)c1ccc(CSc2nc3c(cnn3-c3ccc(F)cc3)c(=O)[nH]2)o1 the results were Nrf2 block inconclusive, pAkt inh inactive, CCT modulator -2.9, Abeta rescue -11.9%, Nrf2 activator -0.7%, TGFb SMAD3 inh -1.9%, Mm-Cpn inhibitor -1.8%, A549 tox -3.6% and HepG2 viability -32.0%.
Screening CC(Oc1ccccc1Cl)C(=O)Nc1ccc(S(=O)(=O)N2CCN(C)CC2)cc1 (stereo unspecified) returned Nrf2 block inconclusive, pAkt inh inactive, CCT modulator -5.0, Abeta rescue -7.3%, Nrf2 activator 0.5%, TGFb SMAD3 inh -0.4%, A549 tox -0.8% and HepG2 viability -2.4%.
`COc1ccc(/C=C/C(=O)NCCCN2CCOCC2)cc1` gave Nrf2 block -5.6%, pAkt inh inactive, CCT modulator 1.4, Abeta rescue 3.9%, Nrf2 activator 0.1%, TGFb SMAD3 inh -11.8%, Mm-Cpn inhibitor 1.4%, A549 tox -2.4% and HepG2 viability 0.5%.
`O=C(COC(=O)c1ccc(Cl)nc1)NCc1ccc2c(c1)OCO2` gave Nrf2 block 24.0%, pAkt inh inactive, CCT modulator -0.2, Abeta rescue -4.7%, Nrf2 activator 0.4%, TGFb SMAD3 inh -17.2%, Mm-Cpn inhibitor -0.8%, A549 tox 8.7% and HepG2 viability -0.9%.
For COc1cc(/C=N/NC(N)=O)ccc1OCC(=O)Nc1ccc(C)c(C)c1 the results were Nrf2 block -1.9%, pAkt inh inactive, CCT modulator 1.9, Abeta rescue -7.8%, Nrf2 activator 0.1%, TGFb SMAD3 inh 6.4%, Mm-Cpn inhibitor -2.7%, A549 tox -0.6% and HepG2 viability -16.7%.
For CCC(Sc1nc(C)cc(C)n1)C(=O)NC1=NN=C(c2ccc(C)cc2)CS1 (stereo unspecified) the results were Nrf2 block inconclusive, pAkt inh inactive, CCT modulator -0.1, Abeta rescue 4.5%, Nrf2 activator inconclusive, TGFb SMAD3 inh inconclusive, Mm-Cpn inhibitor 0.9%, A549 tox inconclusive and HepG2 viability -31.1%.
CN(C(=O)c1cc([N+](=O)[O-])ccc1NCc1cccnc1)c1ccccc1 was read as Nrf2 block -20.5%, pAkt inh inactive, CCT modulator -2.1, Abeta rescue -17.3%, Nrf2 activator -0.5%, TGFb SMAD3 inh -4.0%, Mm-Cpn inhibitor 0.7%, A549 tox -7.7% and HepG2 viability -11.3%.
For Cc1c(-c2ccccc2)oc2c(C(=O)OCC(=O)Nc3ccc(C(N)=O)cc3)cccc2c1=O the results were Nrf2 block 2.3%, pAkt inh inactive, CCT modulator -3.9, Abeta rescue -15.6%, Nrf2 activator 7.5%, TGFb SMAD3 inh 2.3%, Mm-Cpn inhibitor -29.9%, A549 tox 18.7% and HepG2 viability -5.8%.
`CSCCOC(=O)COc1ccc(/C=N/NC(=O)c2nn(C)cc2Cl)cc1` gave Nrf2 block 13.2%, pAkt inh inactive, CCT modulator -1.0, Abeta rescue 11.5%, Nrf2 activator -0.2%, TGFb SMAD3 inh -1.4%, Mm-Cpn inhibitor 0.8%, A549 tox -0.4% and HepG2 viability -33.6%.
Screening O=C(NCCC1=CCCCC1)c1cnccn1 returned Nrf2 block inconclusive, pAkt inh inactive, CCT modulator -1.5, Abeta rescue 10.3%, Nrf2 activator 2.0%, TGFb SMAD3 inh -1.7%, Mm-Cpn inhibitor 0.2%, A549 tox -12.3% and HepG2 viability -6.5%.
Cc1ccc(C(=O)Nc2cccc([N+](=O)[O-])c2)cc1S(=O)(=O)Nc1cccc(C(=O)O)c1 was read as Nrf2 block 2.0%, pAkt inh inactive, CCT modulator -3.8, Abeta rescue -4.3%, Nrf2 activator 3.7%, TGFb SMAD3 inh 0.4%, Mm-Cpn inhibitor 0.7%, A549 tox 0.1% and HepG2 viability -0.1%.
CCC(Sc1ncccc1C(=O)Oc1cccc([N+](=O)[O-])c1)C(=O)Nc1ccccc1OC (stereo unspecified) was read as Nrf2 block 9.7%, pAkt inh inactive, CCT modulator -2.2, Abeta rescue 0.8%, Nrf2 activator 0.2%, TGFb SMAD3 inh -7.3%, Mm-Cpn inhibitor -6.2%, A549 tox 14.3% and HepG2 viability -22.5%.
`COc1ccc2cc(Br)ccc2c1CC(=O)N(C)C` gave Nrf2 block -12.9%, pAkt inh inactive, CCT modulator 4.9, Abeta rescue -2.8%, Nrf2 activator 0.1%, TGFb SMAD3 inh 12.3%, Mm-Cpn inhibitor -5.1%, A549 tox 0.1% and HepG2 viability -39.6%.
Cc1ccsc1C(=O)NNC(=S)NCC(C)C was read as Nrf2 block -7.6%, pAkt inh inactive, CCT modulator -1.7, Abeta rescue -3.1%, Nrf2 activator 0.2%, TGFb SMAD3 inh 0.2%, Mm-Cpn inhibitor -1.4%, A549 tox 6.3% and HepG2 viability -10.8%.
Screening CCc1ccc(S(=O)(=O)NCCc2cn3ccsc3n2)cc1 returned Abeta rescue -4.6%, Nrf2 activator 0.1%, TGFb SMAD3 inh -26.1%, A549 tox 4.3% and HepG2 viability -11.6%.
Screening CCOC(=O)C1(Cc2ccccc2)CCCN(CCO)C1 (stereo unspecified) returned Nrf2 block -4.1%, pAkt inh inactive, CCT modulator -5.4, Abeta rescue -5.0%, Nrf2 activator 0.5%, TGFb SMAD3 inh -20.2%, Mm-Cpn inhibitor 0.5%, A549 tox 0.5% and HepG2 viability -49.5%.
For Cc1ccc(Nc2nnc(-c3ccc4c(c3)OCO4)o2)c(C)c1 the results were Nrf2 block inconclusive, pAkt inh inactive, CCT modulator 0.7, Abeta rescue -5.0%, Nrf2 activator 0.4%, TGFb SMAD3 inh -2.3%, Mm-Cpn inhibitor 1.1%, A549 tox 0.7% and HepG2 viability 8.4%.
For CC(NC(=O)c1ccc2c(c1)OCO2)c1ccccc1 (stereo unspecified) the results were Nrf2 block 23.9%, pAkt inh inactive, CCT modulator 0.7, Abeta rescue -6.8%, Nrf2 activator 0.1%, TGFb SMAD3 inh -9.2%, Mm-Cpn inhibitor 0.4%, A549 tox 0.2% and HepG2 viability -14.0%.
For Clc1ccc(C2[C@H]3CN(CC4CCCCC4)[C@H](c4ccccc4)C34CC2(c2cccnc2)C4)cn1 (stereo partly specified) the results were Nrf2 block -31.0%, pAkt inh inactive, CCT modulator -1.0, Abeta rescue 7.6%, Nrf2 activator 6.6%, TGFb SMAD3 inh inconclusive, Mm-Cpn inhibitor -1.9%, A549 tox -6.5% and HepG2 viability -22.4%.
Screening COc1ccc(Br)c(C(=O)OCC(=O)NC2CCCCCC2)c1 returned Nrf2 block 22.5%, pAkt inh inactive, CCT modulator -0.2, Abeta rescue -15.5%, Nrf2 activator -0.2%, TGFb SMAD3 inh 0.2%, Mm-Cpn inhibitor 1.9%, A549 tox -1.6% and HepG2 viability -5.0%.
For COC(=O)c1ccc(C(NC(=O)OCc2ccccc2)/C(F)=C/[C@@H](C)C(=O)O)cc1 (stereo partly specified) the results were Nrf2 block 7.2%&7.0%, pAkt inh inactive, CCT modulator -0.1, Abeta rescue -4.7%, Nrf2 activator 0.4%, TGFb SMAD3 inh -0.2%&-2.8%, A549 tox 0.8%&-5.3% and HepG2 viability -1.0%&0.4%.
